Bioassay records: PubChem, NMMLSC
VLA-4 inh = inhibition in a human VLA-4 binding assay; 330,000 tested, 0.2% active; inhibition, % (about 7 µM as worked out from the volumes in the protocol); VLA-4 expressing cells, ligand binding flow cytometry; P13612; AID 2557; in the data active = inhibition above about 50%
GRK2 inh = blocks RNA aptamer binding to human GRK2. P25098. bead flow cytometry, FAM-aptamer displacement from GRK2. inhibition of aptamer binding, % at 10 µM. 330,000 tested, 0.59% active;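 active = inhibition of aptamer binding above 40%, roughly 3 SD of noise, on plates passing a quality check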;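 also: median bead fluorescence of bound FAM aptamer so fluorescent compounds give negative values; no value below 0 was filed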
Target sequence (P25098 whole entry, looked up): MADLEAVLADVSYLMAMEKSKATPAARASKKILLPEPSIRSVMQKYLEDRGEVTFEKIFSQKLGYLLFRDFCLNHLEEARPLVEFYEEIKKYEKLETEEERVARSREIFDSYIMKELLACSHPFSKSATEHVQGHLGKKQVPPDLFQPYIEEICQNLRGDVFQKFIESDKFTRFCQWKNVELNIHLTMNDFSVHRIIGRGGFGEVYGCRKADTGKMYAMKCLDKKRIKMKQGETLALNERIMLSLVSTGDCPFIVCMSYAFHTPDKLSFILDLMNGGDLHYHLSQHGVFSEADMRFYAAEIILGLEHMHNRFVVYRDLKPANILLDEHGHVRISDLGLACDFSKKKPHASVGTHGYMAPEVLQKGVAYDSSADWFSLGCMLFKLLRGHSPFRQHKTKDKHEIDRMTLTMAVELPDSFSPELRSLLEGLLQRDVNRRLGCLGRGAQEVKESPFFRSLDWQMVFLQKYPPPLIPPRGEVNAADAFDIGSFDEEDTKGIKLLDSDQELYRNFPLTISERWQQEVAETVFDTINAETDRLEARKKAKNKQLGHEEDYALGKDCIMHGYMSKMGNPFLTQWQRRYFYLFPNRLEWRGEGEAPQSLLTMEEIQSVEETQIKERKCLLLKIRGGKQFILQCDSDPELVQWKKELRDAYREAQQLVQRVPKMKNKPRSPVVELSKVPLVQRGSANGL
RPL19A-GFP yeast = yeast TOR pathway RPL19A-GFP modulation; 330,000 tested, 0.3% active; percent response vs DMSO, % at 10 µM; S. cerevisiae RPL19A-GFP strain, flow cytometry, 3 h; active compounds read low;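 active = percent response vs DMSO below 50%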;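 also: median channel GFP fluorescence of the barcoded RPL19A-GFP strain; ratio of sample median GFP to plate DMSO average so 100% = DMSO; lower means less RPL19A-GFP as with rapamycin TOR inhibition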
CR mimetic SO = caloric restriction mimetics inhibiting age-related superoxide in yeast; S. cerevisiae aged cells, superoxide DHE fluorescence; active compounds read low; superoxide response (% of plate mean), % at 10 µM; 330,000 tested, 0.18% active;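 active = superoxide response under a set limit, about three screen SD below normal, cut at about 65% in these data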;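 also: yeast aged for seven days with compound at 30 °C before DHE staining; 100% = average MFI of all compound-treated wells on the plate with controls excluded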
MEP2-GFP yeast = alters MEP2-GFP fluorescence in TOR pathway yeast screen; S. cerevisiae MEP2-GFP strain, flow cytometry GFP, 3 h; 100% = DMSO control level; GFP response vs DMSO, % at 10 µM; 330,000 tested, 0.51% active;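 active = GFP response versus DMSO above a set limit, roughly screen mean plus 3 SD, cut at about 180% in these data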;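 also: median GFP fluorescence of the barcode-gated MEP2-GFP cells per well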
CIT2 TOR yeast = modulators of TOR pathway CIT2-GFP in S. cerevisiae. S. cerevisiae CIT2-GFP strain, flow cytometry, 3 h; 100 means same as DMSO wells. GFP response vs DMSO, % at 10 µM. 320,000 tested, 0.065% active. AID 2029;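 active = GFP response relative to DMSO above a set limit, near the screen mean plus 3 SD, cut at about 150% in these data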;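 also: ratio of well median GFP fluorescence to mean of DMSO wells on the plate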
AGP1-GFP MLPCN = alters AGP1-GFP fluorescence in TOR pathway yeast screen | S. cerevisiae AGP1-GFP multiplex flow cytometry, 3 h; GFP as percent of DMSO wells | GFP response vs DMSO, % at 10 µM | 320,000 tested, 0.02% active;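 active = GFP response relative to DMSO above a set limit, near screen average plus 3 SD, cut at about 150% in these data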;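 also: median GFP channel fluorescence of the gated AGP1 strain per well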
LAP4-GFP MLPCN = modulators of TOR pathway LAP4-GFP in S. cerevisiae; S. cerevisiae LAP4-GFP multiplex, flow cytometry GFP, 3 h; median GFP as percent of DMSO wells; GFP response vs DMSO, % at 10 µM; 320,000 tested, 0.34% active; AID 2023;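 active = GFP response vs DMSO above a set limit, about the screen mean plus 3 SD, cut at about 150% in these data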
* = called active by the depositor; . = no result given. Compounds were not picked by outcome; 1.7% or so of the library scored in one or more.

SMILES	VLA-4 inh	GRK2 inh	RPL19A-GFP yeast	CR mimetic SO	MEP2-GFP yeast	CIT2 TOR yeast	AGP1-GFP MLPCN	LAP4-GFP MLPCN
CC1Cc2ccccc2N1S(=O)(=O)c1cccc(C(=O)NNC(=O)c2ccccc2F)c1 (stereo unspecified)	9	3	92	72	91	92	93	94
O=C(O)CCC(=O)N1N=C(c2ccc(Br)cc2)CC1c1cccc(Br)c1 (stereo unspecified)	6	1	93	104	93	88	86	83
O=C(CSc1nc2ccccc2c(=O)n1-c1ccccc1Cl)NC1CCS(=O)(=O)C1 (stereo unspecified)	0	3	96	89	99	96	99	97
COCc1ccc(O)c2ncccc12	7	0	100	93	107	103	103	97
CCc1ccc(C(=O)NN=C2CCCCCC2)s1	-6	0	104	100	96	99	95	78
Cc1c(C(=O)N2CCCCCC2)oc2ccccc12	13	0	99	86	104	87	98	122
CCOCC(=O)Nc1ccccc1C(=O)OCC	15	0	103	112	110	105	101	102
Cc1ccc2sc(C)[n+](CCCS(=O)(=O)[O-])c2c1	-15	5	100	110	96	99	99	90
O=C(COC(=O)CN1C(=O)COc2ccccc21)NC1CCCCC1	5	1	92	98	94	91	98	94
O=C1COc2ccc(C(=O)COC(=O)c3ccccc3[N+](=O)[O-])cc2N1	-2	0	96	111	101	99	102	99
CC1(C)Cc2c(c(N3CCOCC3)nc3sc(-c4ccc(C(=O)O)o4)c(N)c23)CO1	-85	6	101	78	102	76	.	114
COc1ccc(N2CCN(C(=O)Cn3c(=O)[nH]c4ccccc4c3=O)CC2)cc1	-1	2	98	98	102	101	109	112
C=CCN1C(=S)N[C@@H]2CS(=O)(=O)C[C@@H]21	19	2	99	103	105	103	108	107
Cc1[nH]c2ccccc2c1C(=O)C(=O)NCc1cccs1	11	0	101	106	103	103	101	95
COc1ccc(NC(=O)CSc2nnnn2Cc2ccccc2)cc1	-7	0	97	110	96	100	90	86
O=C(NCCSCc1c(F)cccc1Cl)Nc1ccccc1	3	1	99	87	107	97	94	104
N#CCCN(C(=O)COC(=O)C1=COCCO1)c1ccc(F)cc1	3	0	97	97	95	87	104	117
C=CCn1c(SCC(=O)Nc2ccc3c(c2)OCO3)nnc1-c1ccccc1O	-1	2	102	122	102	96	104	107
COc1ccc(CCN(C)C(=O)C2CCCN(C3CCN(Cc4ccccc4)CC3)C2)cc1OC (stereo unspecified)	11	1	105	137	107	108	107	104
COC(=O)C1C(O)=C(C=NCc2ccccc2)C(=O)CC1(C)C (stereo unspecified)	21	15	99	103	103	98	103	105
O=C(NCC1CCCO1)C1CCCN(S(=O)(=O)c2cccc3nsnc23)C1 (stereo unspecified)	9	5	100	85	105	99	104	99
CCn1c(SCc2nc3ccccc3nc2C)nnc1-c1cccs1	0	2	99	95	111	104	103	102
Cc1nn(C(C)c2n[nH]c(=S)n2-c2ccc(F)cc2)c(C)c1[N+](=O)[O-] (stereo unspecified)	3	2	102	92	101	109	107	105
Cc1ccc(C)c(N2CCN(C(=O)CCNC(=O)Cn3ccc4ccccc4c3=O)CC2)c1	-9	1	101	99	135	91	109	92
COc1ccc(NC(=O)CC#N)cc1OC	4	0	96	102	103	100	104	92
Cc1cccc(C)c1NC(=O)COC(=O)c1ccccc1Nc1ccccc1	6	3	100	86	93	95	85	82
O=C(CSc1ncn[nH]1)Nc1cccc2ccccc12	-11	0	99	111	98	107	98	92
O=C(O)CSCc1ccc(Cl)cc1	1	0	94	114	83	88	91	82
Cc1ccc(C)c(Nc2ccc3nonc3c2[N+](=O)[O-])c1	2	0	105	113	105	102	98	94
CC1Cn2c(nnc2-c2cccc(Cl)c2)S1 (stereo unspecified)	11	2	91	101	96	93	93	94

Some of the entries above, reformatted.
Every second line gives: VLA-4 inh	GRK2 inh	RPL19A-GFP yeast	CR mimetic SO	MEP2-GFP yeast	CIT2 TOR yeast	AGP1-GFP MLPCN	LAP4-GFP MLPCN
Cc1ccc2sc(C)[n+](CCCS(=O)(=O)[O-])c2c1
→ -15	5	100	110	96	99	99	90
O=C(COC(=O)CN1C(=O)COc2ccccc21)NC1CCCCC1
→ 5	1	92	98	94	91	98	94
O=C1COc2ccc(C(=O)COC(=O)c3ccccc3[N+](=O)[O-])cc2N1
→ -2	0	96	111	101	99	102	99
CC1(C)Cc2c(c(N3CCOCC3)nc3sc(-c4ccc(C(=O)O)o4)c(N)c23)CO1
→ -85	6	101	78	102	76	.	114
COc1ccc(N2CCN(C(=O)Cn3c(=O)[nH]c4ccccc4c3=O)CC2)cc1
→ -1	2	98	98	102	101	109	112
C=CCN1C(=S)N[C@@H]2CS(=O)(=O)C[C@@H]21
→ 19	2	99	103	105	103	108	107
Cc1[nH]c2ccccc2c1C(=O)C(=O)NCc1cccs1
→ 11	0	101	106	103	103	101	95
COc1ccc(NC(=O)CSc2nnnn2Cc2ccccc2)cc1
→ -7	0	97	110	96	100	90	86
O=C(NCCSCc1c(F)cccc1Cl)Nc1ccccc1
→ 3	1	99	87	107	97	94	104
N#CCCN(C(=O)COC(=O)C1=COCCO1)c1ccc(F)cc1
→ 3	0	97	97	95	87	104	117
C=CCn1c(SCC(=O)Nc2ccc3c(c2)OCO3)nnc1-c1ccccc1O
→ -1	2	102	122	102	96	104	107
COc1ccc(CCN(C)C(=O)C2CCCN(C3CCN(Cc4ccccc4)CC3)C2)cc1OC (stereo unspecified)
→ 11	1	105	137	107	108	107	104
COC(=O)C1C(O)=C(C=NCc2ccccc2)C(=O)CC1(C)C (stereo unspecified)
→ 21	15	99	103	103	98	103	105
O=C(NCC1CCCO1)C1CCCN(S(=O)(=O)c2cccc3nsnc23)C1 (stereo unspecified)
→ 9	5	100	85	105	99	104	99
CCn1c(SCc2nc3ccccc3nc2C)nnc1-c1cccs1
→ 0	2	99	95	111	104	103	102
Cc1nn(C(C)c2n[nH]c(=S)n2-c2ccc(F)cc2)c(C)c1[N+](=O)[O-] (stereo unspecified)
→ 3	2	102	92	101	109	107	105
Cc1ccc(C)c(N2CCN(C(=O)CCNC(=O)Cn3ccc4ccccc4c3=O)CC2)c1
→ -9	1	101	99	135	91	109	92
COc1ccc(NC(=O)CC#N)cc1OC
→ 4	0	96	102	103	100	104	92
Cc1cccc(C)c1NC(=O)COC(=O)c1ccccc1Nc1ccccc1
→ 6	3	100	86	93	95	85	82
O=C(CSc1ncn[nH]1)Nc1cccc2ccccc12
→ -11	0	99	111	98	107	98	92
O=C(O)CSCc1ccc(Cl)cc1
→ 1	0	94	114	83	88	91	82

Continued:
SMILES	VLA-4 inh	GRK2 inh	RPL19A-GFP yeast	CR mimetic SO	MEP2-GFP yeast	CIT2 TOR yeast	AGP1-GFP MLPCN	LAP4-GFP MLPCN
CCCN1CCC2(CC1)NC(C(=O)O)Cc1c2[nH]c2ccccc12 (stereo unspecified)	6	0	96	85	99	106	93	91
Cc1ccc(NC(=O)CCC(=O)c2cccs2)c(O)c1	23	4	98	110	104	106	109	103
CS(=O)(=O)c1cccc(NC(=O)C2CCCN2S(=O)(=O)c2ccc(F)cc2)c1 (stereo unspecified)	2	2	95	97	102	98	97	105
CCOc1ccc(CCNC(=O)c2ccc(Cl)c(S(=O)(=O)N3CCOCC3)c2)cc1OCC	0	6	93	100	97	98	98	94
O=C(NC(=O)N1CCN(c2ccccc2)CC1)c1ccc(Cl)cc1	5	0	103	108	108	99	104	107
COc1cc(CCC(=O)Nc2cc(Cl)ccc2N2CCN(C)CC2)cc(OC)c1OC	-7	0	98	105	102	98	102	89
Cc1cccc(C)c1-n1c(=O)n(Cc2ccccc2)c(=O)c2[nH]cnc21	9	0	95	97	102	98	103	104
COCCCNC(=S)N/N=C/c1ccc(O)cc1	-27	29	94	92	91	101	99	94
CCn1c(CNC(=O)COc2ccc(C(C)C)cc2)nnc1SCC(=O)Nc1ccc(F)cc1	-4	5	97	86	92	101	102	93
CC(C)n1c(NCc2cccs2)nc2ccccc21	10	3	99	87	97	107	108	94

Ordered by length of the SMILES (ascending): some entries from above
SMILES	VLA-4 inh	GRK2 inh	RPL19A-GFP yeast	CR mimetic SO	MEP2-GFP yeast	CIT2 TOR yeast	AGP1-GFP MLPCN	LAP4-GFP MLPCN
CCCN1CCC2(CC1)NC(C(=O)O)Cc1c2[nH]c2ccccc12 (stereo unspecified)	6	0	96	85	99	106	93	91
Cc1cccc(C)c1-n1c(=O)n(Cc2ccccc2)c(=O)c2[nH]cnc21	9	0	95	97	102	98	103	104
COc1cc(CCC(=O)Nc2cc(Cl)ccc2N2CCN(C)CC2)cc(OC)c1OC	-7	0	98	105	102	98	102	89

The list continues.
SMILES	VLA-4 inh	GRK2 inh	RPL19A-GFP yeast	CR mimetic SO	MEP2-GFP yeast	CIT2 TOR yeast	AGP1-GFP MLPCN	LAP4-GFP MLPCN
Cc1cc(C(=O)N/N=C/c2ccc3ccccc3c2)n[nH]1	-5	0	101	97	93	88	86	65
O=C(O)Cn1ccc2ccccc21	2	0	108	98	105	105	111	93
Nc1nc(CSC(=S)N2CCN(c3ccccc3)CC2)nc(Nc2ccccc2)n1	5	5	96	101	102	93	88	96
Cc1ccc(S(=O)(=O)N2CCOCC2)cc1NC(=O)CN1CCC(Cc2ccccc2)CC1	21	0	104	105	108	104	102	93
CC(C)(C)NC(=O)CSc1nncn1NCc1ccccc1	-3	0	90	102	88	80	85	.
COc1ccc(C(c2sc3nc(C)nn3c2O)N2CCC(C(N)=O)CC2)cc1OC (stereo unspecified)	-37	4	102	125	104	103	103	101
COc1ccc(Br)cc1C(=O)NC(=S)Nc1ccc(Cl)c(C(=O)O)c1	6	2	98	101	101	100	101	103
Cc1cc(Br)ccc1NC(=O)CNC(=O)CSc1n[nH]c(N)n1	22	0	98	112	103	96	100	99
CC(C)(C)OC(=O)N[C@H](Cc1ccccc1)C(=O)N1CCC(C(=O)O)CC1	0	2	98	74	101	99	100	103
O=C1NC(=Nc2ccccc2)S/C1=C\c1cccnc1	27	1	103	101	99	97	103	116
O=C(COc1ccc2ccc(=O)oc2c1)c1ccccc1	4	0	94	109	92	89	94	103
COc1ccccc1-n1c(SCC(=O)NC(C)(C)C)nnc1-c1ccco1	-9	1	99	103	96	99	104	99
COc1ccc2nc(C)cc(Nc3ccccc3O)c2c1	-4	0	111	101	116	101	127	107
COc1ccccc1C(=O)NC(=O)COC(=O)CN1C(=O)NC(C)(C)C1=O	-15	0	98	117	99	100	100	102
CC(C)C(CC(=O)N1CCCCC1)C1CCOC(C)(C)C1 (stereo unspecified)	13	2	102	91	94	105	103	100
Cc1cc(-c2ccc(C)c(S(=O)(=O)NCCc3ccc(S(N)(=O)=O)cc3)c2)on1	2	6	90	95	115	101	65	91
CC(C)c1cc(C(=O)NCc2cccnc2)no1	.	1	100	89	103	101	101	100
CCOc1ccc(NC(=O)c2ccccc2CO)cc1	5	0	96	116	93	96	101	101
O=Cc1c(-[n+]2ccccc2)nc([O-])n1-c1ccccc1	-18	3	97	112	96	92	95	94
CCc1cc2cccc(C)c2nc1SCC(=O)Nc1nonc1C	2	0	100	138	97	96	99	97
C/C=C/C(=O)OCC(=O)Nc1cc([N+](=O)[O-])ccc1Cl	24	0	100	107	109	92	93	100
CCCCN(CCCC)CCNC(=O)CN1C(=O)CSc2ccc(S(=O)(=O)N3CCCCC3)cc21	5	0	95	76	95	95	96	92
CC1CN(c2ncc(/C=N/NC(=O)c3ccccc3O)s2)CC(C)O1 (stereo unspecified)	11	2	103	102	101	.	100	97
CCN1CCN(C(c2cccnc2)c2c(NC(=O)c3ccco3)sc(C)c2C)CC1 (stereo unspecified)	-6	0	111	101	121	112	112	132
COc1cc(Cl)c(C)cc1NC(C)C(=O)Nc1cc(C(F)(F)F)ccc1N1CCOCC1 (stereo unspecified)	-13	2	101	108	102	99	101	104
N#Cc1ccccc1OCC(=O)OCC(=O)NC1CCCCCC1	0	0	96	89	97	95	96	99
CCC(=O)NCc1c(C)c(C)n(Cc2ccccc2)c1-n1cccc1	-5	4	101	98	90	86	99	105
O=C(CC1Oc2ccccc2NC1=O)NC1CCCC1 (stereo unspecified)	44	1	98	98	109	98	102	97
